# Bioassay records as filed in PubChem BioAssay.
# MCL1-BIM inh: MCL1-BIM-BH3 interaction inhibition (human); GST-MCL1 / FITC-Bim-BH3 fluorescence polarization; inhibition, % at 10.9 µM; actives 0.68% (n = 320,000);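 active = inhibition above the mean inhibition of all tested compounds plus 3 SD, set per campaign, cut at about 40% in these data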;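 note: 0% = DMSO wells and 100% = unlabeled Bim-BH3 peptide control; higher means more loss of mP so more displacement of Bim peptide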
# Target sequence (Q07820 whole entry, looked up): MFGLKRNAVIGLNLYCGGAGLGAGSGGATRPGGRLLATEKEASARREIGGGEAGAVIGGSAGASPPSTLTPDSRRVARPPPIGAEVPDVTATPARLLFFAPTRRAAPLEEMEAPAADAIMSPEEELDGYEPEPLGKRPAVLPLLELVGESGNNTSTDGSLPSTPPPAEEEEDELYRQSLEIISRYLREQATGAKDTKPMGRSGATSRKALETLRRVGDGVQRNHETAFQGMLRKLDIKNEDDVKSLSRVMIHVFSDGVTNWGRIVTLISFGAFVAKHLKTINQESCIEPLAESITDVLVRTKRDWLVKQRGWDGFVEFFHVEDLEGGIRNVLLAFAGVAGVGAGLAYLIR
# Efflux pump inh: inhibitors of Candida antifungal efflux pumps expressed in yeast | S. cerevisiae Candida pump triplex, Nile Red efflux | inhibition, % at 10 µM | actives 0.44% (n = 330,000) | AID 485275;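 active = plate passing quality check with inhibition over a set limit, or well fluorescence over plate mean plus 4 SD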;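 note: Nile Red retained in pooled yeast measured as flow cytometry median fluorescence; 0% = buffer negative control and 100% = Enniatin B positive control; higher means more Nile Red kept so more efflux inhibition; some compounds called inactive have numbers as strong as hits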
# BCLXL inh: Bcl-xL (human) inhibition; Q07817; GST-Bcl-xL / FITC-Bim BH3 peptide fluorescence polarization; inhibition, % at 10.9 µM; actives 0.7% (n = 320,000);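 active = inhibition above the mean of all tested compounds plus 3 SD, cutoff set per campaign, cut at about 30% in these data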;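 note: 0% = DMSO wells and 100% = unlabeled Bim-BH3 peptide competitor; inhibitors lower millipolarization by displacing the labeled peptide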
# Target sequence (Q07817 whole entry, looked up): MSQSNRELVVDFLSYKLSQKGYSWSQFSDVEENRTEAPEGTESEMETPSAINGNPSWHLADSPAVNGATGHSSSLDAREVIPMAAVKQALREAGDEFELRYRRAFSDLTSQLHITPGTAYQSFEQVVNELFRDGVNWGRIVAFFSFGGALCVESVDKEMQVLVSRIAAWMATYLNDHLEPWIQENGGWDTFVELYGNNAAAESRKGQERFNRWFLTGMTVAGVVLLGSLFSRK
# Fam108B counter: Fam108B inhibition, counter-screen for RBBP9 inhibitors; recombinant Fam108B, FP-Rh probe fluorescence polarization; inhibition, % at 9.51 µM; actives 0.33% (n = 300,000); AID 1947;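 active = inhibition above the screen mean inhibition plus 3 SD, computed separately per campaign, cut at about 18% in these data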;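 note: inhibitors lower polarization as less probe binds the enzyme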
# Yeast superoxide: yeast age-related superoxide inhibition as caloric restriction mimetic; S. cerevisiae aged cells, superoxide DHE fluorescence; active compounds read low; superoxide response (% of plate mean), % at 10 µM; actives 0.18% (n = 330,000);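 active = superoxide response under a set limit, about three screen SD below normal, cut at about 65% in these data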;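 note: yeast aged for seven days with compound at 30 °C before DHE staining; 100% = average MFI of all compound-treated wells on the plate with controls excluded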
# GLD-1 RNA inh: GLD-1-TGE RNA interaction inhibition (C. elegans) | Q17339 | purified GLD-1 + fluorescein TGE RNA, fluorescence polarization | inhibition, % at 5.96 µM | actives 0.44% (n = 320,000) | AID 2280;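 active = percent inhibition above a per-plate cutoff, the plate mean of test compounds plus 3 SD, cut at about 30% in these data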;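 note: 0% = DMSO wells with GLD-1 and probe and 100% = wells lacking GLD-1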
# EBNA-1 inh: blocks EBNA-1 binding to DNA; EBNA-1 DNA binding, fluorescence polarization; inhibition, % at 14.8 µM; actives 0.34% (n = 300,000); in the data active = inhibition above about 28%
# MEX-5 binding: C. elegans MEX-5 TCR-2 RNA binding activity; activity score (negative = inhibition of binding), % at 10 µM; MEX-5/FITC-TCR2 RNA binding, fluorescence polarization; active compounds read low; actives 0.38% (n = 300,000); AID 1832; Q9XUB2;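 active = inhibition past about -25% in most replicates, and total fluorescence under double the plate's negative control median, limit read from the data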;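 note: 0% = DMSO and -100% = 5 µM competing unlabeled TCR2 RNA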
# ZTA DNA inh: blocks Epstein-Barr virus ZTA, an EBNA-1 counter-screen | P03206 | AID 2234 | actives 0.15% (n = 320,000) | inhibition, % at 11 µM | ZTA-DNA binding, fluorescence polarization; in the data active = inhibition above about 33%
# Target sequence (P03206 whole entry, looked up): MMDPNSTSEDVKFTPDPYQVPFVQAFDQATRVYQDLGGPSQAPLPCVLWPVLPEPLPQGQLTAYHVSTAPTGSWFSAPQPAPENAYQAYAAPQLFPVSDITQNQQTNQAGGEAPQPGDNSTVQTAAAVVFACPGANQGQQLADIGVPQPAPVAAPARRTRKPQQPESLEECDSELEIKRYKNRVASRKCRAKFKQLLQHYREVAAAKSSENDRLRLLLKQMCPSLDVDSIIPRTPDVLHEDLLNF
# Starred values were filed as active, the others as inactive; . = not tested or not shown. This is a random part of the collection (roughly 2.3% active in at least one column).
SMILES,MCL1-BIM inh,Efflux pump inh,BCLXL inh,Fam108B counter,Yeast superoxide,GLD-1 RNA inh,EBNA-1 inh,MEX-5 binding,ZTA DNA inh
COc1ccccc1CCC(=O)NNC(=O)c1ccc(Br)cc1,-4,0.1,3,-1,99,5,4,0.9,-9
Cc1noc(C)c1C(=O)Nc1nnc(-c2ccccc2)s1,0,0.1,4,1,115,1,0,0.4,-11
O=C(c1ccc(S(=O)(=O)N2CCOCC2)cc1)N1CCN(c2ccccc2F)CC1,8,-0.3,6,-3,118,2,3,1.2,3
O=C(Nc1ccnn1C1CCN(C(=O)c2cnsn2)CC1)c1cccc(F)c1,6,-0.2,4,-2,94,6,-9,0.9,0
CCN(CC)S(=O)(=O)c1ccc(C(=O)NCCN(C)C)cc1,5,-0.1,2,-5,90,-1,-3,1.1,-2
O=C(CS(=O)(=O)c1cn(Cc2ccc(F)cc2)c2ccccc12)N1CCCCC1,5,-0.2,5,0,90,-2,7,0.2,-31
Cc1cc2c(N=NC(=O)C3CC3c3ccccc3)c(O)[nH]c2cc1Br (centres undefined),-1,-0.3,4,-2,117,7,2,-3.2,-24
CCc1ccccc1NC(=O)CN1CCN(C(=O)CCC(=O)N2CCC(c3ccccc3)=N2)CC1,-6,-0.1,0,.,94,0,.,.,9
CCCONC(=O)Nc1ccccc1[N+](=O)[O-],0,0.0,2,-1,112,3,-1,4.8,-10
CC[C@H](C)[C@H](NC(N)=O)C(=O)Nc1ccc(C)cc1,18,-0.3,11,0,81,-2,6,3.2,-7
O=C(N/N=C1\CCCc2ccccc21)c1cccc([N+](=O)[O-])c1,0,0.4,-2,-1,117,5,0,1.6,-7
CC(=O)Nc1ccccc1OCC(=O)NCCC1=CCCCC1,2,0.0,12,3,94,3,-6,-4.8,1
CCOC(=O)C1(CCCc2ccccc2)CCN(C(=O)c2cnc(C)cn2)CC1,-15,0.0,-2,4,105,3,-5,-0.8,-25
CC(C)Oc1ccc(C(=O)Nc2ccc([N+](=O)[O-])cc2)cc1,2,0.1,4,-2,100,5,13,-0.2,7
CCOc1ccc(/C=N/n2c(C3CCCCC3)n[nH]c2=S)cc1,-17,0.5,-7,-4,117,-2,-13,2.1,-3
CCc1ccc(NC(=O)CNC(=O)c2cn(-c3ccccc3OC)c(=O)c3ccccc23)cc1,7,0.0,2,-5,101,7,-5,0.8,-25
O=C(C1CC1)N1CCN(c2ccc(F)cc2)CC1,-3,0.0,-3,0,102,11,-3,-1.2,3
Cc1ccnc(SCC(=O)N2CCN(c3ccccc3)CC2)n1,0,0.0,1,1,93,1,-11,1.8,-9
Cc1nn(C)c2ncc(C(N)=O)c(Oc3ccc(Cl)cc3)c12,-3,-0.1,2,-1,103,0,-5,-1.8,5
CC(=O)c1ccc(Nc2c3c(nc4ccccc24)CCCC3)cc1,-8,0.2,-4,-5,88,-7,2,-3.8,-16
NC(=O)c1nn(-c2ccc(Cl)cc2Cl)c(=O)cc1O,5,-0.2,2,1,101,-1,-9,-1.2,-9
COc1ccccc1-n1c(-c2cn(C)nc2C)n[nH]c1=S,-12,0.4,-15,-4,86,0,4,-2.1,-1
S=C(Nc1ccccn1)Nc1ccccc1Cl,6,0.1,4,3,111,5,4,-0.9,-12
O=C(COC(=O)C1CCN(S(=O)(=O)c2cccs2)CC1)Nc1ccc(F)cc1F,-1,0.0,0,0,106,-2,-8,1.2,3
COCCCNC(=S)N1CCC(C(=O)c2ccc3c(c2)OCCO3)CC1,3,0.0,10,1,105,6,2,1.9,-1
O=C(NCc1cccnc1)C1CCCN(S(=O)(=O)c2cccc3nsnc23)C1 (centres undefined),6,0.1,4,3,123,-2,-4,2.1,-2
CN1CCCN(S(=O)(=O)c2cccc(C(F)(F)F)c2)c2nc3ccccc3nc21,0,0.3,6,.,102,6,.,.,-1
CN(CC(=O)Nc1ccc(N2CCOCC2)cc1)C(=O)CCNC(=O)c1ccc(Br)cc1,-1,0.1,5,-3,118,3,-19,1.9,2
O=C(OCc1ccccc1)C1CCCN1C(=O)c1ccccc1[N+](=O)[O-] (centres undefined),-2,-0.4,-2,-1,131,1,5,4.3,11
CCOC(=O)C1=C(C)N=C2SC(CC)C(=O)N2C1c1cccc(F)c1 (centres undefined),11,-0.1,5,-3,104,2,0,-0.8,1
CCc1c(C)nc2ncnn2c1Nc1ccc(C#N)c(Cl)c1,1,-0.1,0,-1,74,2,7,0.9,-14
CCNS(=O)(=O)c1ccc(CCC(=O)NCc2cccnc2)cc1,-3,0.0,3,4,98,5,-3,-0.7,-16
COc1ccc2[nH]c3nc(SCC(=O)Nc4ccc5c(c4)OCO5)nnc3c2c1,10,0.0,13,-10,96,1,-1,-3.7,15
COc1cc(C2=NOC(C(=O)Nc3cccnc3)C2)cc(OC)c1OC (centres undefined),5,-0.1,6,0,88,3,4,-0.2,5
O=C(Nc1ccc(Cl)cc1C(=O)N1CCOCC1)c1cccc([N+](=O)[O-])c1,-2,-0.1,1,0,112,1,-10,-0.9,6
CC(=O)c1c(C)[nH]c(C(=O)Nc2cccc(S(=O)(=O)N3CCCCC3)c2)c1C,-2,-0.2,-5,.,100,2,.,.,-13
O=C(Cn1ccc(=O)[nH]c1=O)NCCO,2,-0.1,4,0,95,7,-1,2.7,10
Cc1cc(C)cc(OCC(=O)Nc2ccc3c(c2)OCCO3)c1,-1,0.0,-1,0,111,3,-11,1.4,-8
COC(=O)c1ccccc1NC(=O)C/C(C)=N/NC(=O)CC#N,14,-0.1,4,-2,98,1,-2,-0.2,-15
O=C(/C=C/c1ccccc1)N1c2ccccc2Sc2ccc(C(F)(F)F)cc21,-2,-0.3,4,-2,90,6,1,-3.1,-10
Cc1ccc(-c2nnc(COc3cccc(-n4cnnn4)c3)o2)cc1,1,-0.1,5,-4,96,4,4,1.4,3
CC(=O)Nc1cccc(OCCCNC(=O)c2ccc(F)cc2)c1,7,-0.1,4,0,103,-2,14,-4.6,10
O=C(O)c1ccc(Nc2nc3ccccc3nc2NS(=O)(=O)c2cccs2)cc1,-9,0.0,-6,2,127,3,6,-0.4,8
COc1cc(C(O)P(=O)(OCC(C)C)OCC(C)C)cc(OC)c1OC (centres undefined),4,-0.1,15,-3,96,-4,2,2.0,-3
CN1CCN(c2nc(-c3ccccc3)cc(C(F)(F)F)n2)CC1,7,0.0,4,5,113,0,-4,1.6,-1
NS(=O)(=O)c1ccc(CCNS(=O)(=O)c2ccc(Cl)nc2)cc1,-2,-0.3,0,-2,106,8,-1,-0.3,-10
COc1cc(CO)ccc1Oc1nc2ccccc2n2cnnc12,-4,0.0,0,2,108,-1,1,20,7
CCOC(=O)Nc1ccc2c(c1)ncn2C1CCCCC1,-7,0.1,-1,-1,114,0,-12,-0.5,-6
COc1ccccc1Nc1nc(N)nc(CSC(=S)N2CCOCC2)n1,0,0.1,2,-1,98,-4,-2,0.0,-2
COC(=O)c1cccc(NC(=O)CN2CCOCC2)c1,-3,0.1,0,-1,85,-4,7,-0.1,0
CCOc1ccc(-c2nnc(NC(=O)C3CCCC3)o2)cc1,4,-0.1,5,-4,90,0,2,-1.2,1
COc1ccc(C2=NOC(C)(c3nnc(Cc4ccccc4)o3)C2)cc1 (centres undefined),1,.,9,-1,.,0,-3,4.5,4
O=C(NCCc1ccccc1)c1nc2ncccn2n1,-5,0.1,2,4,98,2,4,-3.4,-3
COc1cccc(C(=O)OC2CCCN(C)C2)c1 (centres undefined),3,0.0,-1,-1,99,2,-7,2.0,-9
O=C(OCCN1C(=O)c2ccccc2C1=O)C1CC(O)CN1S(=O)(=O)c1ccc(Cl)cc1 (centres undefined),2,-0.1,1,.,78,1,.,.,12
OC(COCC1COc2ccccc2O1)CN1CCc2ccccc2C1 (centres undefined),3,0.2,4,-1,110,-8,-2,-0.9,-1
O=C(O)CCCCCN1C(=O)/C(=C\c2ccc(-c3ccc(Cl)cc3)o2)SC1=S,-3,0.5,-2,0,99,-6,2,-3.9,-2
CCCc1nc(SCC(=O)N2CCOCC2)c2c(C)c(C)sc2n1,5,-0.1,2,1,100,-4,5,-0.4,3
Cc1ccc(-c2nn[nH]n2)cc1Cl,5,0.0,4,0,121,12,-5,1.0,2
O=C(NC(=O)c1ccc(Cl)c(Cl)c1)OC1CCS(=O)(=O)C1 (centres undefined),-1,-0.1,4,1,98,6,8,-1.0,1
# The results go on:
SMILES,MCL1-BIM inh,Efflux pump inh,BCLXL inh,Fam108B counter,Yeast superoxide,GLD-1 RNA inh,EBNA-1 inh,MEX-5 binding,ZTA DNA inh
Cc1cc(/C=C(\C#N)C(=O)Nc2ccccc2F)c(C)[nH]1,0,-0.1,8,0,88,10,1,-4.2,-13
CC1CCc2c(sc3ncnc(NS(=O)(=O)c4cccs4)c23)C1 (centres undefined),1,-0.1,2,3,98,-1,12,-3.2,18
COCCSc1nnc(NC(=O)C2CC(=O)N(c3ccc(OC)cc3)C2)s1 (centres undefined),9,0.1,6,4,97,3,-6,-0.9,0
Cn1c(/C(C#N)=C(\O)c2ccc(Br)s2)nc2ccccc21,1,-0.2,2,-1,132,0,4,0.4,-8
CN(Cc1ccccc1)S(=O)(=O)CCNC(=O)c1ccc2c(c1)OCO2,0,0.0,4,0,106,8,-3,0.1,-13
Cc1ccc(S(=O)(=O)NCc2nnc(SCC(=O)Nc3cccc(C)c3C)n2C)cc1,3,-0.1,2,-1,97,5,11,-0.2,-2
Cc1ccc(NC(=O)C2CCCN(S(=O)(=O)c3c(C)noc3/C=C/N(C)C)C2)cc1F (centres undefined),-50,-0.2,-18,-5,97,-39,6,.,-2
O=C(NNc1c(Cl)cccc1Cl)c1sccc1Cl,1,-0.1,7,2,73,-4,0,-0.7,-13
COC(=O)/C(C#N)=C1/C=Cc2ccccc2N1,12,0.0,5,4,98,-1,4,-2.9,13
Cc1ccc(S(=O)(=O)N(CC(=O)NCc2ccccc2Cl)C(=O)N2CCN(C)CC2)cc1,5,0.0,3,0,99,-1,-5,2.7,-4
O=C(/C=C/c1ccc(O)c(O)c1)c1ccc(S(=O)(=O)N2CCCCCC2)cc1,21,0.6,1,3,92,11,3,-0.4,11
COc1ccccc1C1CC(c2ccc(C)cc2)Nc2ncnn21 (centres undefined),11,0.1,10,5,99,6,-2,-3.3,-9
O=C(CN(CC1CCCO1)C(=O)CNS(=O)(=O)c1ccc(Cl)cc1)NCCc1ccccc1 (centres undefined),6,0.1,10,10,88,-1,-4,0.2,-6
COc1c[nH]n(C2CCCCC2)c(=O)c1=O,1,0.0,-2,6,93,3,-13,1.9,-31
CCCCCCc1cc2cc(-c3nnc(-c4ccccc4)o3)c(=O)oc2cc1O,-22,1.2,-22,-7,89,-122,-2,0.2,0
CN(CCO)C(=O)c1c(NC(=O)c2ccccc2)sc2c1CCCC2,-3,0.5,-2,-3,119,5,-2,1.6,1
CCOC(=O)c1sc2nc3c(SCC(=O)O)cc(C(=O)c4ccccc4O)cn3c(=O)c2c1C,-8,1.5*,-2,-38,103,-1,8,-0.8,-7
Cc1cccc(C(=O)OCc2cc3ccccc3[nH]c2=O)c1,6,-0.1,11,2,92,6,-7,1.3,6

# In a second layout: two of the compounds above.
Molecule | MCL1-BIM inh | Efflux pump inh | BCLXL inh | Fam108B counter | Yeast superoxide | GLD-1 RNA inh | EBNA-1 inh | MEX-5 binding | ZTA DNA inh
O=C(C1CC1)N1CCN(c2ccc(F)cc2)CC1 | -3 | 0.0 | -3 | 0 | 102 | 11 | -3 | -1.2 | 3
Cc1ccnc(SCC(=O)N2CCN(c3ccccc3)CC2)n1 | 0 | 0.0 | 1 | 1 | 93 | 1 | -11 | 1.8 | -9
